Growth percent in the NCI-60 one-dose screen (48 h, 10 µM unless noted): 100 = growth as untreated, 0 = no growth, -100 = all killed.
OVCAR-3 – OVCAR-3 ovarian cancer; 79,000 compounds, 7% hits
IGROV1 – IGROV1 ovarian cancer. 79,000 compounds, 4.7% hits. AID 1794786
PC-3 – PC-3 prostate cancer cells; 80,000 compounds, 3.9% hits; AID 1794754
OVCAR-4 – OVCAR-4 ovarian cancer cells; 80,000 compounds, 3.7% hits; AID 1794784
OVCAR-8 – OVCAR-8 ovarian cancer; 81,000 compounds, 4.4% hits; AID 1794782
DU-145 – DU-145 prostate cancer. 81,000 compounds, 4.2% hits
OVCAR-5 – OVCAR-5 ovarian cancer; 82,000 compounds, 2.9% hits
SK-OV-3 – SK-OV-3 ovarian cancer cells | 80,000 compounds, 3.2% hits
* = called active by the depositor; / = no result given. How the source made its calls: active means growth percent below 10; inactive means the rest.

Short keys: A = OVCAR-3; B = IGROV1; C = PC-3; D = OVCAR-4; E = OVCAR-8; F = DU-145; G = OVCAR-5; H = SK-OV-3
CC(C)c1nc2c([nH]1)c(=O)n(C)c(=O)n2C
  A: 98; B: /; C: /; D: 95; E: 99; F: 99; G: 130; H: 99

CS(=O)(=O)Nc1cncc(-c2ccc3ncnc(Nc4ccc(F)c(Cl)c4)c3c2)c1
  A: 22; B: -17*; C: 35; D: 63; E: 47; F: 37; G: 33; H: 0.0*

CC(C)CCC[C@@H](C)[C@H]1CC[C@H]2[C@@H]3CC=C4c5sc(NCc6ccccc6)nc5CC[C@]4(C)[C@H]3CC[C@]12C
  A: 105; B: 104; C: 94; D: 109; E: 107; F: 107; G: 102; H: 107

CC1(C)O[C@@H]2CC3C4C[C@H](F)C5=CC(=O)CC[C@]5(C)C4[C@@H](O)C[C@]3(C)[C@]2(C(=O)CO)O1 (stereo partly specified)
  A: 107; B: 105; C: 95; D: 104; E: 89; F: 79; G: /; H: 63

COc1ccc2oc(=O)cc(-c3nnc(N)o3)c2c1
  A: 93; B: 88; C: 92; D: 80; E: 90; F: 94; G: 103; H: 107

COc1ccc(-c2nc(/C=C3\C(=O)N(C)c4ccccc43)c3ccccn23)cc1
  A: 94; B: 70; C: 87; D: 47; E: 59; F: 93; G: 86; H: 67

Cc1ccc(-c2nnc(SCc3cc(=O)oc4ccc(C)cc34)o2)cc1
  A: 107; B: 96; C: 92; D: 113; E: 97; F: 107; G: 97; H: 99

CC(C)C(C(=O)CCN1CCCCC1)c1ccc(Cl)cc1 (stereo unspecified)
  A: 107; B: 106; C: 92; D: 99; E: 101; F: 92; G: 113; H: 92

NC(=O)C1=C(N)c2ccccc2C1c1ccccc1 (stereo unspecified)
  A: 103; B: 114; C: 107; D: 114; E: 111; F: 100; G: 96; H: 97

CSc1nc(Cl)cc(Cl)n1
  A: 111; B: 112; C: 90; D: 102; E: 103; F: 121; G: 121; H: 104

CCCCN(CCCC)C(=N)/C=C/c1ccccc1
  A: 88; B: 71; C: 69; D: 62; E: 87; F: 92; G: 89; H: 70

c1ccc(-c2nc(N3CCOCC3)c3c4c(sc3n2)CCCCCC4)nc1
  A: 68; B: 42; C: 32; D: 42; E: 42; F: 76; G: 57; H: 66

CCNS(=O)(=O)c1ccc(C)cc1
  A: 111; B: 98; C: 96; D: 103; E: 100; F: 97; G: 97; H: 112

COc1cccc(OC)c1OC(=O)c1ccccc1
  A: 123; B: 116; C: 106; D: 97; E: 106; F: 119; G: 107; H: 106

CC(=O)N(N=O)c1c(Cl)cc(Br)cc1Br
  A: 109; B: 103; C: 94; D: 107; E: 107; F: 107; G: 112; H: 95

Nc1[nH]nc2[nH]c(=S)nc(-c3ccco3)c12
  A: 105; B: 101; C: 93; D: 100; E: 97; F: 111; G: 104; H: 84

CC1(C)CC(=O)c2cccnc2O1
  A: 118; B: 107; C: 104; D: 106; E: 101; F: 116; G: 115; H: 116

CC[C@H](Nc1ncnc2nc[nH]c12)c1nc(NCCCCCC(=O)NO)c2ccccc2n1
  A: 104; B: 104; C: 95; D: 104; E: 98; F: 104; G: 105; H: 105

Cc1nn(-c2ccccc2)c2nc(N3CCOCC3)c(C#N)cc12
  A: 96; B: 76; C: 91; D: 104; E: 94; F: 108; G: 103; H: 87

O=C(Cn1cc[n+](CC(=O)c2ccc([N+](=O)[O-])cc2)c1)Nc1cccc2cccnc12
  A: 94; B: 91; C: 88; D: 77; E: 99; F: 104; G: 97; H: 102

NS(=O)(=O)c1cccc(Nc2nc(SCC(=O)c3ccc(Cl)cc3)nc3c2CCCC3)c1
  A: /; B: 102; C: 106; D: 97; E: 96; F: 106; G: 105; H: 110

O=C1Nc2ccccc2/C1=N/N1CCCCCC1
  A: 106; B: 108; C: 94; D: 96; E: 106; F: 118; G: 111; H: 108

O[C@H]1CCC[C@H]1NCc1ccnc2cc(Cl)ccc12
  A: 115; B: 105; C: 80; D: 93; E: 101; F: /; G: 104; H: 96

NC(=O)c1cccc(N)c1
  A: 102; B: 108; C: 91; D: 100; E: 95; F: 103; G: 99; H: 94

CC(=O)N1N=C(c2cccc(Nc3ccncc3)c2)CC1c1ccc2c(c1)OCO2 (stereo unspecified)
  A: 96; B: 92; C: 79; D: 90; E: 91; F: 104; G: 94; H: 78

Next part, overlapping the part above by 2 compounds.
Short keys: A = OVCAR-3; B = IGROV1; C = PC-3; D = OVCAR-4; E = OVCAR-8; F = DU-145; G = OVCAR-5; H = SK-OV-3
NC(=O)c1cccc(N)c1
  A: 102; B: 108; C: 91; D: 100; E: 95; F: 103; G: 99; H: 94

CC(=O)N1N=C(c2cccc(Nc3ccncc3)c2)CC1c1ccc2c(c1)OCO2 (stereo unspecified)
  A: 96; B: 92; C: 79; D: 90; E: 91; F: 104; G: 94; H: 78

Cn1cc(C2=C(c3coc4ccc(F)cc34)C(=O)NC2=O)c2cc(Br)ccc21
  A: 91; B: 87; C: 54; D: 91; E: 85; F: 89; G: 104; H: 75

CCN(CC)c1ccc(C=O)c(OCc2cn(CC(=O)Nc3ccc(Cl)cc3Cl)nn2)c1
  A: 130; B: 108; C: 109; D: 121; E: 100; F: 120; G: 114; H: 94

N#C/C(=C\c1ccc(Cl)s1)c1cc2ccccc2[nH]1
  A: 96; B: 78; C: 80; D: 59; E: 103; F: 105; G: 112; H: 105

COc1cc(C2CC(c3ccc(N)cc3)=NN2c2ccccc2)cc(OC)c1OC (stereo unspecified)
  A: 96; B: 97; C: 74; D: 86; E: 89; F: 97; G: 109; H: 107

O=C1NCC(c2cc3ccccc3[nH]c2=O)Nc2ccccc21 (stereo unspecified)
  A: 111; B: /; C: 93; D: 104; E: 103; F: 111; G: 91; H: 90

CCOC(=O)c1c(C)nc2c(c1N)/C(=C/c1ccc(OC)c(O)c1)C(=O)N2c1cc(OC)c(OC)c(OC)c1
  A: 74; B: 53; C: 53; D: 73; E: 59; F: 49; G: 104; H: 62

COc1cc(C2CC(c3ccc(C)cc3)=NN2C(C)=O)ccc1Oc1ccnc2cc(Cl)ccc12 (stereo unspecified)
  A: 29; B: 81; C: 68; D: -16*; E: 63; F: 75; G: 92; H: 14

Oc1ccc(C(O)(c2ccccc2)c2ccccc2)cc1
  A: 106; B: 111; C: 92; D: 95; E: 110; F: 107; G: 115; H: 99

CC(C(c1ccccc1)C(Br)C(=O)c1ccccc1)[N+](=O)[O-] (stereo unspecified)
  A: 104; B: 109; C: 81; D: 97; E: 100; F: 108; G: 104; H: 112

CSc1nc(C(=O)O)cc(=O)[nH]1
  A: 109; B: /; C: 102; D: 112; E: 99; F: 118; G: 109; H: 101

O=C(NCCO)c1ccc2c(c1)nc(Nc1cccc(Cl)c1)c1ccncc12
  A: 108; B: 113; C: 93; D: 107; E: 95; F: 106; G: 95; H: 101

O=C(O)CNC(=O)c1ccc(C(=O)NCC(=O)O)cc1
  A: 109; B: 111; C: 99; D: 90; E: 104; F: 106; G: 92; H: 105

OCC1(CO)CCCC(CO)(CO)C1O
  A: 110; B: 103; C: 90; D: 97; E: 111; F: 108; G: 111; H: 101

O=C(Nc1cccc([N+](=O)[O-])c1)N(c1ccccc1)c1ccccc1
  A: 106; B: 117; C: 97; D: 100; E: 105; F: 112; G: 104; H: 108

Clc1ccc(OCCBr)cc1
  A: 101; B: 112; C: 98; D: 113; E: 99; F: 111; G: 104; H: 93

COc1ccc(-c2nc(-c3ccc(-c4nc5ccc(OC)cc5[nH]4)cc3)no2)cc1
  A: 109; B: 129; C: 104; D: 105; E: 111; F: 102; G: 106; H: 115

COc1ccc(Nc2nc(SCC(=O)Nc3nc4ccc(C)cc4s3)nc(-c3ccccc3)c2C#N)cc1
  A: 113; B: 92; C: 91; D: 96; E: 91; F: 104; G: 102; H: 89

COC1CC(C)C(Cl)C(C)C1/C=C/C(=O)O (stereo unspecified)
  A: 103; B: 104; C: 89; D: 105; E: 93; F: 103; G: 113; H: 101

O=C(c1ccccc1)C(NCCO)c1ccccc1 (stereo unspecified)
  A: 94; B: 100; C: 64; D: 106; E: 99; F: 101; G: 61; H: 80

COc1ccc(-c2nc(SCC(=O)Nc3ccc(C(=O)/C=C/c4ccc(Cl)cc4)cc3)[nH]c(=O)c2C#N)cc1
  A: 101; B: 111; C: 94; D: 100; E: 106; F: 103; G: 109; H: 96

CCN(CC)C(=O)Cn1ccc(NC(C)=O)nc1=O
  A: 104; B: /; C: /; D: 99; E: 107; F: 109; G: 93; H: 101

COc1cc2c(cc1OC)C(=O)/C(=C/c1cccc(OCC(=O)c3ccccc3)c1)C2
  A: 118; B: /; C: 62; D: 86; E: 77; F: /; G: 105; H: 117

C/C(=N\Nc1ccccc1C(=O)O)C(=O)NCC(=O)O
  A: 112; B: 105; C: 93; D: 107; E: 102; F: 112; G: 104; H: 105

Cc1c(C(C)C)cc(C(C)C)cc1C(C)C
  A: 121; B: 117; C: 87; D: 111; E: 102; F: 109; G: 96; H: 103

CCN(CC)CCCC(C)Nc1ccnc2ccc(N(C)C)cc12 (stereo unspecified)
  A: 99; B: 103; C: 85; D: 97; E: 102; F: 104; G: 94; H: 94

Some of the entries so far, tab-delimited.
SMILES	OVCAR-3	IGROV1	PC-3	OVCAR-4	OVCAR-8	DU-145	OVCAR-5	SK-OV-3
OCC1(CO)CCCC(CO)(CO)C1O	110	103	90	97	111	108	111	101
O=C(Nc1cccc([N+](=O)[O-])c1)N(c1ccccc1)c1ccccc1	106	117	97	100	105	112	104	108
Clc1ccc(OCCBr)cc1	101	112	98	113	99	111	104	93
COc1ccc(-c2nc(-c3ccc(-c4nc5ccc(OC)cc5[nH]4)cc3)no2)cc1	109	129	104	105	111	102	106	115
COc1ccc(Nc2nc(SCC(=O)Nc3nc4ccc(C)cc4s3)nc(-c3ccccc3)c2C#N)cc1	113	92	91	96	91	104	102	89

Next compounds:
Short keys: A = OVCAR-3; B = IGROV1; C = PC-3; D = OVCAR-4; E = OVCAR-8; F = DU-145; G = OVCAR-5; H = SK-OV-3
Cc1cc(C)c(O)c(CNCCCCCCNCc2cc(C)cc(C)c2O)c1
  A: 22; B: 36; C: 35; D: 46; E: -12*; F: 7.5*; G: 14; H: 85

CN(CCC(=O)/C(=C\c1ccccc1)c1ccc(Cl)cc1)Cc1ccccc1
  A: 1.2*; B: 14; C: 45; D: 90; E: 12; F: /; G: 25; H: 120

Cc1ccc2nc(Cl)c(/C=C3\SC(=O)NC3=O)cc2c1
  A: 101; B: 98; C: 88; D: 105; E: 95; F: 101; G: 90; H: 79

COc1c(CCC[P+](c2ccccc2)(c2ccccc2)c2ccccc2)cc2c(c1OC)OCO2
  A: 7.2*; B: 21; C: -0.2*; D: 6.3*; E: 8.6*; F: 24; G: 30; H: 14

COc1ccc(C(=O)c2cc(OC)c(OC)c(OC)c2)cc1/C=C/C(=O)c1cc(OC)c(OC)c(OC)c1
  A: 99; B: 96; C: 87; D: /; E: 87; F: 83; G: 89; H: 105

CC(=O)OC(C)C(=O)NCC(C)O (stereo unspecified)
  A: 107; B: 114; C: 97; D: 100; E: 102; F: 104; G: 104; H: 95

CC(=O)Oc1c[nH]c2ccccc12
  A: 88; B: 33; C: 84; D: 90; E: 94; F: 108; G: 102; H: 95

CCOC(=O)c1cc(C(=O)c2ccc(Br)cc2)n2ccncc12
  A: 106; B: 100; C: 79; D: 108; E: 98; F: 105; G: 104; H: 90

COc1cccc(O)c1O
  A: 6.4*; B: 96; C: 79; D: 96; E: 86; F: 27; G: 101; H: 77

Cc1cc2nc3c(=O)[nH]c(=O)nc-3n(CC=O)c2cc1C
  A: 106; B: 89; C: 122; D: 100; E: 121; F: 116; G: 96; H: 106

COc1ccc(OC)c(/C=C/C(=O)N/N=C/c2ccc(Cl)cc2)c1
  A: -43*; B: 18; C: 26; D: 40; E: 21; F: 15; G: 28; H: -4.9*

O=C1C=CC2(NN=C(c3ccccc3)N2c2ccccc2)c2cccc(O)c21 (stereo unspecified)
  A: 11; B: 54; C: 36; D: 41; E: 62; F: 36; G: 40; H: 91

O=C1Nc2ccccc2C12C=C(c1ccccc1)Nc1c2c(-c2ccccc2)nn1-c1ccccc1 (stereo unspecified)
  A: 70; B: 68; C: 32; D: 78; E: 47; F: 83; G: 73; H: 87

COc1ccc(-c2cn[nH]c2-c2ccc(OC)c(O)c2)cc1
  A: 81; B: 77; C: 84; D: 90; E: 88; F: 97; G: 99; H: 87

CCN(CC)CCOc1ccc(-c2c(-c3ccccc3)c(=O)oc3ccccc23)cc1
  A: 104; B: 95; C: 65; D: 94; E: 91; F: 121; G: 96; H: 79

COc1ccc2c(c1)c(-c1nn3c(=O)cc(-c4ccccc4)nc3s1)cn2C
  A: /; B: 54; C: 32; D: 67; E: 51; F: 64; G: 66; H: 50

NC(C(=O)O)c1ccc(O)cc1 (stereo unspecified)
  A: /; B: 106; C: 97; D: 99; E: 102; F: /; G: 103; H: 105

COc1ccc(C(=O)C(C)C(C)=O)c(OCc2ccccc2)c1OC (stereo unspecified)
  A: 107; B: 124; C: 94; D: 115; E: 101; F: 108; G: 112; H: 120

O=C(Nc1ccccc1)Nc1ccc(C(=O)/C=C/c2ccc(N3CCCCC3)cc2)cc1
  A: 93; B: 89; C: 82; D: /; E: 87; F: 98; G: 100; H: 95

CC1(C)CC(=O)C2=C(C1)N(Cc1ccc(C(=O)O)cc1)C1=C(C(=O)CC(C)(C)C1)C2c1ccc(Cl)cc1
  A: 112; B: 107; C: 109; D: 99; E: 105; F: 113; G: 106; H: 101

O=C(O)CN1CCc2c(sc3ncnc(N/N=C/c4ccccc4Br)c23)C1
  A: 105; B: 105; C: 98; D: 106; E: 107; F: 113; G: 111; H: 108

CN(C)c1ccc([N+](=O)[O-])cc1[N+](=O)[O-]
  A: 106; B: 107; C: 93; D: 100; E: 98; F: 107; G: 104; H: 103

O=C(Cc1ccccc1)NC1=NC(=O)/C(=C\c2cccs2)S1
  A: 97; B: 100; C: 94; D: 92; E: 96; F: 96; G: 99; H: 100

Cc1cccc(C)c1OCc1nnc(SCC(=O)O)n1-c1c(C)cccc1C
  A: 112; B: 101; C: 103; D: 103; E: 104; F: 115; G: 98; H: 102

Fc1cc(-c2cnc3nonc3n2)c(Cl)cc1Cl
  A: 10; B: 77; C: 85; D: 60; E: 97; F: 85; G: 89; H: 98
